IAP activation = activators of mouse IAP, confirmation, biochemical, luminescence, single concentration (AID 434970); activity change, negative = activation, % at 10 µM; actives 2.9% (n = 11,000); purified mouse IAP, CDP-Star luminescence, 30 min; stronger effect = lower value; in the data active = activity change below about -85%;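 also: percent relative to enzyme plus DMSO wells and wells without enzyme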
IAP activation Fold change = also measured in IAP activation; calls as there; activation factor; measured here: IAP activation factor; stronger effect = higher value;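 fold luminescence change scaled to plate control wells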
* hit, by the source's call; + = active, no number.

IAP activation,IAP activation Fold change,Structure
7.3,0.927,Cc1ccc(C(=O)Nc2nncs2)cc1S(=O)(=O)N1CCOCC1
8.5,0.915,NC(=O)CC(NC(=S)NCc1ccccc1)C(=O)O (stereo not given)
-1.9,1.02,CCS(=O)(=O)N1CCN(C(C)CCc2ccccc2)CC1 (stereo not given)
-6.2,1.06,COc1ccc(CN2C(=O)[C@@H]3C(c4ccccc4Cl)=NO[C@@H]3C2=O)cc1
-15.6,1.16,CCCOC(=O)CCCC[C@H]1SC[C@@H](NC(=O)OC)[C@H]1NC(=O)OC
-2.7,1.03,Cc1cc(C)n(-c2nc(C)nc(N)n2)n1
-1.6,1.02,CCOC(=O)C1=C(C)OC(N)=C(C#N)C1c1cc2cc(C)ccc2nc1N1CCCCC1 (stereo not given)
12.6,0.875,O=[N+]([O-])c1ccc(-c2nc(-c3cccs3)c(-c3cccs3)[nH]2)cc1
-4.2,1.04,Cc1ccc(S(=O)(=O)NCCSc2nnnn2-c2cc(C)ccc2C)cc1
-13.4,1.13,CC(=O)Nc1cccc(NC(=O)Nc2ccc(C(C)=O)cc2)c1
-5.4,1.05,Cc1ccccc1C(C(=O)NCc1ccccc1)N(Cc1ccco1)C(=O)c1ccccn1 (stereo not given)
11.7,0.883,CCOc1ccc(NC(=O)C2CC(=O)NC(N3CCc4ccccc43)=N2)cc1 (stereo not given)
3.2,0.968,COc1ccc(-n2c(C)csc2=S)cc1
-13.4,1.13,CC(=O)OC(C(=O)NCS(=O)(=O)c1ccc(C)cc1)c1cccnc1 (stereo not given)
-0.8,1.01,Cc1ccc(C2C(C#N)=C(N)Oc3n[nH]c(C)c32)cc1 (stereo not given)
15.7,0.843,Nc1nc2ccc([N+](=O)[O-])c(N)c2s1
-0.9,1.01,CCc1cc2cc(C(=O)Nc3ccc(C)cc3)sc2s1
-7.2,1.07,C/C=C/c1ccc(OCCCNC(C)CC)c(OC)c1 (stereo not given)
-1.9,1.02,Cc1cc(C)nc(N2CCCC(C(=O)NCc3ccccc3)C2)n1 (stereo not given)
4.8,0.952,C/C(=N\N=C\c1ccccc1)c1nnn(-c2nonc2N)c1C
-7.4,1.07,COc1ccc(S(=O)(=O)Nc2cc3c(C(C)=O)c(C)oc3c3ccccc23)cc1
1.4,0.986,CCn1c(CNc2nc(-c3ccccc3)cs2)nnc1SCC(=O)NCc1ccccc1
-8.4,1.08,COc1ccc(C(=O)NC2CCN(C(=O)NC3CCCCC3)CC2)cc1
-127.1*,2.27*,O=C(Nc1ccc(Cl)cc1)Nc1ccc(Cl)c(Cl)c1
-1.6,1.02,CC[C@]12c3[nH]c4ccc(Cl)cc4c3CCN1C(=O)[C@@H](CC(=O)NC/C=C(\C)CCC=C(C)C)C[C@@H]2C(=O)N1CCN(C(=O)C2CC2)CC1
-8.2,1.08,CCn1c2ccccc2c2cc(N=C3SC(CC(=O)Nc4ccccc4)C(=O)N3C)ccc21 (stereo not given)
1.1,0.989,CC[C@]12c3[nH]c4cc(CCC(=O)N(C)C)ccc4c3CCN1C(=O)[C@@H](CC(=O)NCc1ccco1)C[C@@H]2C(=O)N1CCN(C(=O)C2CC2)CC1
8.2,0.918,COC(=O)[C@H]1C[C@H](O)CN1S(=O)(=O)c1ccc(Br)cc1F
1.0,0.99,COC(=O)c1c(NC(=O)Nc2ccc(Cl)cc2)sc(C)c1C
4.3,0.956,O=Nc1c(O)n(Cc2ccc(Cl)c(Cl)c2)c2ccccc12
8.3,0.917,O=C1CC(N(O)c2ccccc2)C(=O)N1c1cc(Cl)cc(Cl)c1 (stereo not given)
3.8,0.963,CCc1ccc2[nH]cc(C(=O)N3CCCCCC3)c(=O)c2c1
3.5,0.964,O=C(c1ccccc1)c1ccc(N2CCCC2)cc1
5.8,0.942,COc1cc2[nH]c(=O)n(Cc3ccc(C(=O)NCC4CCCO4)cc3)c(=O)c2cc1OC (stereo not given)
8.0,0.92,O=C1CC(N(O)C2CC(=O)N(Cc3ccccc3)C2=O)C(=O)N1Cc1ccccc1 (stereo not given)
5.2,0.948,O=C(c1ccccc1C(=O)N1CCN(c2ccccc2)CC1)N1CCN(c2ccccc2)CC1
4.1,0.959,CCCc1cc(=O)[nH]c(SCC(=O)N(C)CC(=O)Nc2ccc(C)cc2)n1
23.5,0.764,CCOC(=O)Cn1c(=O)c(-c2ccccc2NCc2ccccc2)nc2ccccc21
-13.7,1.14,O=C(CN1CCN(CCOCCO)CC1)N1c2ccccc2Sc2ccc(Cl)cc21
13.3,0.867,Cc1ccc(C(=O)/C=C/c2ccc(Br)cc2)o1

Looked up above.
`O=C1CC(N(O)C2CC(=O)N(Cc3ccccc3)C2=O)C(=O)N1Cc1ccccc1` (stereo not given) in IAP activation has 8.0
`CCn1c(CNc2nc(-c3ccccc3)cs2)nnc1SCC(=O)NCc1ccccc1` in IAP activation has 1.4
`O=C(Nc1ccc(Cl)cc1)Nc1ccc(Cl)c(Cl)c1` in IAP activation has -127.1*
`COC(=O)[C@H]1C[C@H](O)CN1S(=O)(=O)c1ccc(Br)cc1F` in IAP activation has 8.2

The list goes on.
IAP activation,IAP activation Fold change,Structure
-107.3*,2.07*,Cc1ccccc1NC(=S)NC(NC(=O)c1ccccc1C)C(Cl)(Cl)Cl (stereo not given)
-5.2,1.05,CC1S/C(=C(\C#N)C(N)=O)N(c2ccc(F)cc2)C1=O (stereo not given)
12.2,0.877,CC1(C)Cc2c(c(N3CCOCC3)nc3sc4c(NN)ncnc4c23)CS1
-19.1,1.19,CCOC(=O)c1sc2nc(C3CC3)cc(-c3ccc(F)cc3)c2c1N
8.6,0.915,O=C(CCS(=O)(=O)c1cccc2nonc12)NCCc1ccccc1
4.5,0.956,CCC(C)(C)n1nnnc1C(c1cc(OC)ccc1OC)N1CCC(C(N)=O)CC1 (stereo not given)
-2.6,1.03,CCCCCCCCCCCC(=O)NC(C(=O)OCC)C(O)c1cccc([N+](=O)[O-])c1 (stereo not given)
6.4,0.936,COC(=O)c1cc2oc3ccccc3c2n1CC(=O)N1CCCc2ccccc21
14.3,0.857,COc1cccc(CNC(=O)CCS(=O)(=O)c2cccs2)c1
-0.6,1.01,CCN1C[C@@H]2[C@@H]3C(=O)N(C)C(=O)[C@@H]3[C@](C)(C(=O)OC)N2C1=NC
-60.6,1.61,S=C(NCc1ccccc1)NCc1cccc(CNC(=S)NCc2ccccc2)c1
7.2,0.928,CCOc1ccc2nc(SCC(=O)N(C)C3CCS(=O)(=O)C3)[nH]c2c1 (stereo not given)
-1.4,1.01,O=C(C[C@H]1C[C@H](C(=O)N2CCCCC2)[C@@]2(CCc3ccccc3)c3[nH]c4ccc(Cl)cc4c3CCN2C1=O)NCCCn1ccnc1
-0.8,1.01,CCCC(=O)Nc1ccc(C(=O)NCC(=O)OCC)cc1
6.8,0.932,COc1ccc(Cl)cc1C(=O)NCc1cnn(C)c1C
8.1,0.919,CCOc1ccc(Br)cc1S(=O)(=O)Nc1ccccc1N1CCOCC1
-5.9,1.06,Cc1ccc(Oc2ccccc2/C=C/C(=O)O)cc1
0.5,0.996,Cn1c(Cn2cnc3ccccc32)nnc1SCC(=O)CC(=O)Nc1ccccc1
-108.0*,2.08*,COc1ccc(NC(=O)NC23CC4(C)CC(C)(CC(C)(C4)C2)C3)cc1
-2.3,1.02,Cc1cccc(-n2c(N)cc(=O)[nH]c2=S)c1

Structural class, the entries above containing two or more sulfur atoms (10)
IAP activation,IAP activation Fold change,Structure
7.3,0.927,Cc1ccc(C(=O)Nc2nncs2)cc1S(=O)(=O)N1CCOCC1
12.6,0.875,O=[N+]([O-])c1ccc(-c2nc(-c3cccs3)c(-c3cccs3)[nH]2)cc1
-4.2,1.04,Cc1ccc(S(=O)(=O)NCCSc2nnnn2-c2cc(C)ccc2C)cc1
3.2,0.968,COc1ccc(-n2c(C)csc2=S)cc1
-0.9,1.01,CCc1cc2cc(C(=O)Nc3ccc(C)cc3)sc2s1
1.4,0.986,CCn1c(CNc2nc(-c3ccccc3)cs2)nnc1SCC(=O)NCc1ccccc1
12.2,0.877,CC1(C)Cc2c(c(N3CCOCC3)nc3sc4c(NN)ncnc4c23)CS1
14.3,0.857,COc1cccc(CNC(=O)CCS(=O)(=O)c2cccs2)c1
-60.6,1.61,S=C(NCc1ccccc1)NCc1cccc(CNC(=S)NCc2ccccc2)c1
7.2,0.928,CCOc1ccc2nc(SCC(=O)N(C)C3CCS(=O)(=O)C3)[nH]c2c1 (stereo not given)

(cont.)
IAP activation,IAP activation Fold change,Structure
7.1,0.929,CC(C)(C)C(=O)Nc1nnc(SCC(=O)NCc2cccs2)s1
-0.9,1.01,COCCN(C(=O)CNC(=O)c1ccco1)C(C(=O)NC1CCCC1)c1cccs1 (stereo not given)
9.3,0.907,CCOC(=O)N1CCN(c2c(-c3ccc(C)cc3)c(=O)c2=O)CC1
-12.3,1.12,NS(=O)(=O)c1ccc2c(c1)C1C=CCC1C(C1CC=CCC1)N2 (stereo not given)
5.7,0.943,COc1ccc(S(=O)(=O)N2CCCCC2C(=O)O)cc1OC (stereo not given)
-7.7,1.08,CCN(CC)C(=O)[C@H]1C[C@H](CC(=O)NCCCN(C)C)C(=O)N2CCc3c([nH]c4ccc(Cl)cc34)[C@]12C
-6.6,1.07,CC[C@]12c3[nH]c4cc(-c5ccco5)ccc4c3CCN1C(=O)[C@@H](CC(=O)NCc1ccc(OC)c(OC)c1)C[C@@H]2C(=O)N1CCN(C(=O)c2ccco2)CC1
5.3,0.947,COc1ccc(S(=O)(=O)Nc2ccccc2)cc1OC
1.9,0.981,C=CCn1c(NCCOC)nc2c1c(=O)n(C)c(=O)n2C
-5.0,1.05,COc1ccc(N2CCN(Cc3nc(N)nc(Nc4ccccc4OC)n3)CC2)cc1
4.6,0.954,COC(=O)C1=C(C)N(c2cccc(C(C)=O)c2)C(=O)C1
3.5,0.965,CCOc1ccccc1C(=O)NCCC(=O)O
12.8,0.873,O=C(NC1CCCCC1)C(c1cccnc1)N(C(=O)c1csnn1)C1CCCC1 (stereo not given)
12.0,0.88,COc1cc2c(cc1OC)C(c1ccc(-c3cc(Cl)ccc3Cl)o1)=NCC2
-60.0,1.6,COc1ccc(NC(=O)Nc2ccc3c(c2)C(=O)N([C@H](C)CO)C[C@H](C)[C@@H](CN(C)C(=O)Nc2ccc(OC)cc2)O3)cc1
2.7,0.973,COc1ccc(-c2ccc(-c3cc(=O)oc4c(C(C)C)ccc(C)c34)cc2)cc1
12.2,0.877,COc1cc(C2C(C#N)=C(N)Oc3n[nH]c(C)c32)cc2c1OCO2 (stereo not given)
11.4,0.886,CCN(CC)c1ccc(N2C(=O)/C(=C/c3cccs3)SC2=S)cc1
-0.3,1,O=C(CCC(=O)N(c1ccc(F)cc1)C(C(=O)NC1CCCC1)c1ccncc1)Nc1cccnc1 (stereo not given)
-6.0,1.06,CCN1C[C@@H]2[C@@H]3C(=O)N(Cc4ccccc4)C(=O)[C@@H]3[C@](CC)(C(=O)OC)N2C1=NC

Another view of two compounds above.
canonical_smiles | IAP activation | IAP activation Fold change
COc1ccc(S(=O)(=O)Nc2ccccc2)cc1OC | 5.3 | 0.947
C=CCn1c(NCCOC)nc2c1c(=O)n(C)c(=O)n2C | 1.9 | 0.981

New compounds follow
IAP activation,IAP activation Fold change,Structure
-126.2*,2.26*,Cc1ccc(CNC(=O)c2cc(-c3ccccc3)nn2Cc2cc(C)no2)cc1
7.3,0.927,O=C1N(c2ccccc2)C(c2ccccc2)C12CCCCC2 (stereo not given)
2.8,0.972,Cc1ccc(O/C=C2\OC(=O)c3ccccc32)cc1
6.2,0.938,Cc1cccc(-c2noc(CCC(=O)N3CCN(c4cc(C)ccc4C)CC3)n2)c1
14.7,0.853,Cc1cccc(C(=O)NNC(=O)C2CCCO2)c1 (stereo not given)
5.1,0.949,O=C(O)/C=C\C(=O)Nc1ccc(Oc2ccccc2)cc1
+,15.4*,C#CCOCCOCCOCCNc1nc(N2CCN(C(=O)CCCCCCCCCCNC(=O)[C@H]([C@@H](C)CC)n3cc(CCCCN=C(N)N)nn3)CC2)nc(N2CCN(C(=O)CCCCCCCCCCNC(=O)[C@H](CO)n3cc(CCCSC)nn3)CC2)n1
-57.0,1.57,O=C(NCc1ccccc1)NCC12CC3CC(CC(C3)C1)C2
-14.6,1.15,COc1cccc(OC)c1NC(=O)Cc1nn(C)c(=O)c2ccccc12
-4.8,1.05,Cn1c(C(=O)OC(C(=O)NC2CCCCC2)c2ccccn2)cc2sccc21 (stereo not given)
1.2,0.988,O=C(CN1C(=O)CSC1=O)Nc1ccc(N2CCOCC2)cc1
14.4,0.855,Cc1cc(/C([O-])=C(/C(=S)Nc2ccccc2)[n+]2ccccc2)c(C)n1-c1ccccc1
-26.5,1.27,FC(F)Sc1ccc(NC(=S)NCc2ccccc2)cc1
1.1,0.99,CCOC(=O)c1csc(Nc2nc3ccc(F)cc3s2)n1
9.7,0.903,Cc1cccc(-n2c(SCc3cc(=O)n4ccsc4n3)nc3ccccc32)c1
-9.4,1.09,NC(=O)c1ccc(N2CCCCC2)c(N2C(=O)C3CC=CCC3C2=O)c1 (stereo not given)
-141.9*,2.42*,O=C(Nc1ccc(F)c(Cl)c1)C1CC(=O)n2c(nc3ccccc32)N1 (stereo not given)
3.8,0.962,Cc1cccc(N2C(=O)CC(N(O)c3ccccc3)C2=O)c1 (stereo not given)
-26.9,1.27,Cc1ccc(SCCNC(=S)Nc2cc(C)cc(C)c2)cc1
-2.4,1.02,Oc1ccc(-c2nnc(-c3ccc(O)cc3)nn2)cc1
5.7,0.944,Brc1ccc(-c2cnc(-c3cccs3)o2)cc1
6.6,0.934,Cc1ccc2c(c1)cc(CN(Cc1ccco1)C(=O)COc1ccccc1)c1nnnn12
1.2,0.987,CCn1c(=O)cc(SCC(=O)N2CCN(C)CC2)c2ccccc21
1.9,0.982,CN1CCN(C(=O)CCCOc2cc(=O)n(C)c3ccccc23)CC1
5.7,0.943,N#Cc1c(C(F)(F)F)cc(-c2ccccc2Cl)[nH]c1=O
11.4,0.885,Cc1cccc(C2=NN(c3ccccc3)[C@@H](C(=O)N3CCOC3=O)[C@@H]2c2ccc(F)cc2)c1
6.7,0.933,Cc1ccc(Cl)cc1N1CCN(C(=O)CSc2nnc3n2C(C)(C)Cc2ccccc2-3)CC1

Source: PubChem BioAssay (Sanford-Burnham Center for Chemical Genomics)

Only part of the results is shown (hit frequency here may not be typical).
